UTI89 phage lysis = protection from phage-mediated lysis, alamar blue read-out – E. coli UTI89, K1F phage, bacterial capsule biogenesis inhibitors (AID 488966); E. coli UTI89 K1F phage lysis, alamar blue, 2 h; higher % means a stronger effect; inhibition, % at 100 µM; hits with a dose series show IC50 in µM; 340,000 tested, 0.02% active;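 active = phage lysis inhibition, versus mean bacterial control, above a set limit; inconclusive = no clear call, values can overlap the other calls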;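 also: capsule biogenesis inhibitors block K1F phage lysis so surviving cells raise fluorescence; higher fluorescence means more inhibition of phage lysis; actives were called in the ten point dose series up to 300 µM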
TNAP activation fold = stimulation of alkaline phosphatase TNAP activity – biochemical, luminescent, no phosphate acceptor, uHTS, primary screen (AID 1001). purified TNAP, luminescent activation assay, no phosphate acceptor; higher activation fold means a stronger effect. one-dose activation fold at 20 µM; EC50 in µM for titrated hits. 200,000 tested, 0.03% active; in the data active = activation fold from about 3, or a potency from the dose series; inactive = the rest, 99 in 100 with activation fold below about 1.6; also: many of its hits are not listed in these tables
PhoP inhibition = PhoP-dependent GFP reporter repression – Salmonella Typhimurium, primary screen (AID 1863) | S. Typhimurium PhoP-regulated promoter GFP reporter, 4 h; higher % means a stronger effect | 300,000 tested, 0.16% active | one-dose inhibition, % at 50 µM; IC50 in µM for titrated hits;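 active = inhibition over 29.93%, a cutoff 3 SD above the screen mean, later confirmed by dose response; inconclusive = inhibition over 29.93% but no dose response follow-up; inactive = inhibition at most 29.93% or unconfirmed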;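 also: 0% = low Mg2+ inducing control and 100% = high Mg2+ repressing control; strong numbers were not always called active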
Rac1 GTP hydrolysis = MgcRacGAP GTPase-activating activity inhibitors, confirmation, biochemical, ADP Hunter fluorescence | MgcRacGAP-stimulated Rac1 GTP hydrolysis, ADP Hunter fluorescence; higher % means a stronger effect; GST-tagged Rac1 F28L mutant substrate | one-dose inhibition, % at 30 µM; IC50 in µM for titrated hits | 340,000 tested, 0.6% active | AID 624330;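 active = first-screen hits whose inhibition reached a set limit at any dose in the follow-up dose series; inconclusive = inhibition above the set first-screen limit but never retested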;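 also: fluorescence reports GDP produced by GAP-driven GTP hydrolysis; strong numbers were not always called active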
Myeloid diff MLP = myeloid differentiation induction | ER-HoxA9 myeloid progenitors, lysozyme-GFP differentiation, flow cytometry | calls only at 10 µM | 360,000 tested, 1% active;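 active = normalized GFP-positive differentiation at or above the plate's own cutoff, the solvent-only control mean plus 3 SD; inconclusive = no clear call, values can overlap the other calls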;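 also: cells exposed to compound for four days before flow analysis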
T cell HTS = T cell immune modulation candidate. 2C CD8+ T cell-vesicle binding, flow cytometry; active compounds read low. calls only at 7 µM. 330,000 tested, 0.068% active. AID 2052;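 active = response, share of CD8 T cells binding vesicles, and their 90th percentile fluorescence all below set limits, cut at about 80% in these data, passing the limit was not always enough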
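Assay system – 2C mouse CD8+ T cells · Also added – QL9-loaded Drosophila micro-vesicles · Timing – Cell–vesicle co-incubation 1.5 h at 37 °C, staining 20 min on ice · Signal – flow cytometry of vesicle-bound cells · Measure – percent CD8+ FL2 mean versus row control · Controls – Peptide-free naked vesicles (low) and QL9 vesicles with 0.7% DMSO vehicle (high)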
RSV CPE inhibition = RSV antiviral activity via CPE protection, HEp-2 cells, primary 10 µM value included (AID 2391). one-dose CPE inhibition, % at 10 µM; IC50 in µM for titrated hits. HEp-2 cells, RSV-induced CPE inhibition; higher % means a stronger effect. 310,000 tested, 0.13% active; in the data active = a potency from the dose series; inconclusive = CPE inhibition mostly from about 23% at the one dose, without a potency; inactive = the rest, 99 in 100 with CPE inhibition below about 21%; also: strong numbers were not always called active
NTR1 ag = NTR1-driven beta-arrestin-GFP spot formation – imaging, U2OS cells, high content, primary screen (AID 493036) | activation, % at 20 µM | 330,000 tested, 0.17% active | agonist mode;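 active = activation at or above 40% of the spot to cytoplasm intensity ratio, with at least 20 cells analyzed; inconclusive = wells under 20 cells, flagged as cytotoxic or low count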;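 also: 0% = DMSO without peptide and 100% = 100 nM NTR1 peptide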
Target sequence (P30989 whole entry, looked up): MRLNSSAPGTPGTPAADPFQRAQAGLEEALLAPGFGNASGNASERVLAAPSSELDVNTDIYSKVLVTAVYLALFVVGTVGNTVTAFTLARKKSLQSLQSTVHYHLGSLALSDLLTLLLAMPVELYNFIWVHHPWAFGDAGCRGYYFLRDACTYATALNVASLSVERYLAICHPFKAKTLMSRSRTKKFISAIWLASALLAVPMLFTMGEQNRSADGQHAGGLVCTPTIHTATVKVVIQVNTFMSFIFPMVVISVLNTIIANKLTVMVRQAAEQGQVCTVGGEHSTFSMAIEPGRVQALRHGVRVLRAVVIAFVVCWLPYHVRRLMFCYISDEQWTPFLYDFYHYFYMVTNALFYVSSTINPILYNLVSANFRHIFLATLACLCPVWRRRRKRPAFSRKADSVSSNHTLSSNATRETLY
SV40 large T antigen = SV40 large T antigen inhibitors, biochemical (AID 1903). SV40 large T antigen ATPase/helicase inhibition assay; higher % means a stronger effect. inhibition, % at 20 µM; hits with a dose series show IC50 in µM. 310,000 tested, 0.39% active; in the data active = a potency from the dose series; inconclusive = inhibition mostly from about 32% at the one dose, without a potency; inactive = the rest, 99 in 100 with inhibition below about 32%; also: strong numbers were not always called active
T cell HTS vesicle-bound % = also measured in T cell HTS; calls as there; double positive events, %; measured here: CD8+ vesicle-bound cell fraction;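 binding gate set so that unloaded-vesicle control wells show 10% double positive cells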
NTR1 ag cell count 20 µM = recorded beside NTR1 ag, whose call it bears; cell count; measured here: cell count, cytotoxicity flag
Myeloid diff MLP GFP+ MAC1+ % = second read-out of Myeloid diff MLP, no call of its own (marks repeat the call); GFP+ MAC1+ double positive, %; measured here: differentiation confirmed by MAC1 staining
Starred values were filed as active, the others as inactive; i = inactive; ? = inconclusive; · = not tested or not shown; [ ] = another dose, or the depositor's remark.

SMILES	UTI89 phage lysis	TNAP activation fold	PhoP inhibition	Rac1 GTP hydrolysis	Myeloid diff MLP	Myeloid diff MLP GFP+ MAC1+ %	T cell HTS	T cell HTS vesicle-bound %	RSV CPE inhibition	NTR1 ag	NTR1 ag cell count 20 µM	SV40 large T antigen
COc1ccc(C(=O)NCc2csc(-c3cccs3)n2)cc1	-0.9%	·	-7%	-4%	i	0.3	i	20	·	0.9	36	5%
CC(C)(C)OC(=O)NCCCCCc1nnc(SCC(N)=O)o1	-0.3%	1.2	7%	3%	i	0.6	i	34	-0.4%	2.0	84	16%
Cc1cc(O)cc(=O)n1Cc1ccco1	-0.2%	1.1	6%	10%	i	0.7	i	55	2.6%	-0.3	43	13%
Cc1csc(NC(=O)CSc2nccn2Cc2ccco2)n1	-0.8%[50 µM]	·	0%	6%	i	1.0	i	11	1.1%	-1.2	58	7%
COC(=O)c1ccc(NC(=O)c2ccc(CN3CCOCC3)cc2)cc1	7.7%	1.1	10%	8%	i	2.0	i	5	2.7%	1.7	50	9%
CCC(C)(C)n1nnnc1C(c1ccccc1F)N1CCN(C(=O)c2ccco2)CC1 (stereo not given)	-0.1%	·	-2%	6%	i	0.2	i	22	0.7%	-0.8	38	0%
O=C(CSc1ccc(-c2cccc([N+](=O)[O-])c2)nn1)N1CCCCC1	0.1%	1.1	-5%	10%	i	0.2	i	13	8.1%	4.3	52	16%
Cn1cnc([N+](=O)[O-])c1SCC(O)CCl (stereo not given)	-0.4%	1.1	0%	7%	i	0.2	i	5	1.4%	2.4	49	21%
Cc1cc(C)c(C(=O)NCCCN2CCOCC2)c(C)c1	1.2%	·	-5%	4%	i	0.3	i	34	-1.6%	-1.0	73	-1%
COc1ccccc1CNC(=O)c1cc(=O)c2ccccc2o1	0.3%	1	7%	6%	i	1.0	i	48	15%	0.9	59	6%
CCOC(=O)C(=CNc1ccc(C(F)(F)F)cc1)C(=O)OCC	0.4%	·	-8%	6%	i	0.4	i	23	-2.2%	2.9	52	12%
COc1ccc(/C=N/NC(=O)Cc2cccs2)cc1	0.7%	·	5%	3%	i	0.8	i	40	0.9%	0.3	51	9%
NC(=S)Nc1ccc2cn[nH]c2c1	0.3%	1	-9%	3%	i	0.3	i	7	0.6%	0.5	66	6%
COc1ccc(NS(=O)(=O)c2ccc(C)c(C(=O)NC3CCN(Cc4ccccc4)CC3)c2)cc1	0.2%	·	4%	2%	i	5.3	i	14	?	2.3	55	23%
COc1ccc(Cn2nnnc2C(c2ccc(N(C)C)cc2)N2CCC(C(N)=O)CC2)cc1 (stereo not given)	-0.1%	1.1	2%	3%	i	0.5	i	27	-0.8%	-1.2	39	7%
O=S(=O)(c1ccc(Cl)c(C(F)(F)F)c1)N1CCN(CC(O)COc2ccccc2F)CC1 (stereo not given)	-0.3%	·	4%	16%	i	0.4	i	14	18%	2.8	53	7%
CCC(C)(C)NC(=O)C(c1ccc(C)cc1)N(Cc1cccs1)C(=O)c1ccc2c(c1)OCCO2 (stereo not given)	-0.4%	0.9	0%	7%	i	5.7	i	49	6.3%	4.0	37	27%
CCCC(=O)Nc1cc(-c2nn(C)c(=O)c3ccccc23)ccc1OC	-0.1%	1	2%	0%	i	0.9	i	52	0.5%	-1.7	87	-2%
Cc1n[nH]c(=O)nc1NCc1ccccc1	0.4%	1.1	-1%	6%	i	0.7	i	21	2.8%	0.2	62	4%
CCCNC(=O)OC[C@H]1O[C@H](CCO/N=C(\C)CCN2CCc3nc(-c4ccccc4)c(-c4ccccc4)cc3C2)C=C[C@@H]1Oc1ccc(OC)cc1	·	1.1	2%	·	·	·	i	33	0.7%	7.0	87	6%
Cc1ccc(-c2ccc(=O)n(CC(=O)NCCCN3CCCCC3C)n2)cc1 (stereo not given)	-0.2%	1.1	-5%	4%	i	1.0	i	21	-0.2%	-0.8	54	3%
Cc1cccc(Cc2nnc(CCC(=O)NCc3cn4ccccc4n3)o2)c1	1.4%	1.1	1%	10%	i	0.6	i	16	0.8%	1.4	47	8%
Cc1cccc(CSc2ccc3nnc(-c4cccnc4)n3n2)c1	1.2%[50 µM]	1.4	-4%	9%	i	0.2	i	10	3.5%	0.9	58	13%
CCCC(=O)NCc1nc2ccccc2n1CC(=O)c1ccccc1	0.2%	·	2%	3%	i	0.6	i	43	1.8%	2.2	88	17%
CCOC(=O)C(C(=O)OCC)C(C(=O)OCC)N1CCOCC1 (stereo not given)	-0.6%	1.1	3%	4%	?	·	i	29	-1.9%	6.3	64	·

2 of these compounds, reformatted:
| compound | UTI89 phage lysis | TNAP activation fold | PhoP inhibition | Rac1 GTP hydrolysis | Myeloid diff MLP | Myeloid diff MLP GFP+ MAC1+ % | T cell HTS | T cell HTS vesicle-bound % | RSV CPE inhibition | NTR1 ag | NTR1 ag cell count 20 µM | SV40 large T antigen |
| --- | --- | --- | --- | --- | --- | --- | --- | --- | --- | --- | --- | --- |
| O=C(CSc1ccc(-c2cccc([N+](=O)[O-])c2)nn1)N1CCCCC1 | 0.1% | 1.1 | -5% | 10% | i | 0.2 | i | 13 | 8.1% | 4.3 | 52 | 16% |
| Cn1cnc([N+](=O)[O-])c1SCC(O)CCl (stereo not given) | -0.4% | 1.1 | 0% | 7% | i | 0.2 | i | 5 | 1.4% | 2.4 | 49 | 21% |

7 compounds picked at random from the list so far:
SMILES	UTI89 phage lysis	TNAP activation fold	PhoP inhibition	Rac1 GTP hydrolysis	Myeloid diff MLP	Myeloid diff MLP GFP+ MAC1+ %	T cell HTS	T cell HTS vesicle-bound %	RSV CPE inhibition	NTR1 ag	NTR1 ag cell count 20 µM	SV40 large T antigen
Cc1cc(C)c(C(=O)NCCCN2CCOCC2)c(C)c1	1.2%	·	-5%	4%	i	0.3	i	34	-1.6%	-1.0	73	-1%
COc1ccccc1CNC(=O)c1cc(=O)c2ccccc2o1	0.3%	1	7%	6%	i	1.0	i	48	15%	0.9	59	6%
Cc1cccc(Cc2nnc(CCC(=O)NCc3cn4ccccc4n3)o2)c1	1.4%	1.1	1%	10%	i	0.6	i	16	0.8%	1.4	47	8%
CCCC(=O)Nc1cc(-c2nn(C)c(=O)c3ccccc23)ccc1OC	-0.1%	1	2%	0%	i	0.9	i	52	0.5%	-1.7	87	-2%
CCC(C)(C)NC(=O)C(c1ccc(C)cc1)N(Cc1cccs1)C(=O)c1ccc2c(c1)OCCO2 (stereo not given)	-0.4%	0.9	0%	7%	i	5.7	i	49	6.3%	4.0	37	27%
COc1ccc(Cn2nnnc2C(c2ccc(N(C)C)cc2)N2CCC(C(N)=O)CC2)cc1 (stereo not given)	-0.1%	1.1	2%	3%	i	0.5	i	27	-0.8%	-1.2	39	7%
Cn1cnc([N+](=O)[O-])c1SCC(O)CCl (stereo not given)	-0.4%	1.1	0%	7%	i	0.2	i	5	1.4%	2.4	49	21%

Next results.
SMILES	UTI89 phage lysis	TNAP activation fold	PhoP inhibition	Rac1 GTP hydrolysis	Myeloid diff MLP	Myeloid diff MLP GFP+ MAC1+ %	T cell HTS	T cell HTS vesicle-bound %	RSV CPE inhibition	NTR1 ag	NTR1 ag cell count 20 µM	SV40 large T antigen
CCOc1ccccc1C(=O)N1CCCCC1C (stereo not given)	0.6%	1.1	12%	5%	i	0.1	i	34	2.7%	-0.7	80	0%
COc1cc(/C=N/Nc2ncc(C(F)(F)F)cc2Cl)cc(OC)c1OC	0.2%	1.2	-1%	11%	i	0.1	i	60	1.6%	-0.6	70	17%
COc1ccc(OC)c(NC(=O)c2nc3ccccc3s2)c1	0.4%	1.1	0%	3%	i	0.2	i	64	-1.7%	12	53	8%
CCOC(=O)C1CCCN(S(=O)(=O)c2c(C)c(C)cc(C)c2C)C1 (stereo not given)	0.8%	1.1	-7%	4%	i	0.8	i	57	1.1%	3.1	53	-2%
COC(=O)C1CCN(C(=O)C23CCC(C)(C(=O)O2)C3(C)C)CC1 (stereo not given)	-0.1%	1.1	0%	16%	i	0.6	i	4	1.9%	1.6	38	1%
CCCCN(C(=O)C1CCCC1)c1c(N)n(CCC)c(=O)[nH]c1=O	0.9%[50 µM]	·	·	5%	i	0.8	·	·	·	-1.3	45	·
CC(C)Oc1ccc(S(=O)(=O)N2CCOCC2)cc1NC(=O)c1cc([N+](=O)[O-])ccc1N1CCOCC1	-1.3%	·	-7%	3%	i	0.9	i	56	0.3%	1.4	64	19%
CCN1C(=NCCc2cccnc2)N[C@@H](c2ccccc2)[C@H](C(=O)OC)[C@H]1C	-0.1%	·	-6%	9%	i	1.4	i	43	1.7%	-1.8	91	33%
COc1ccccc1NC(=O)CSc1sc2c(O)cc(=O)[nH]c2c1C#N	-1.2%	·	-1%	8%	·	·	i	38	1.1%	-2.9	43	11%
COc1cc2ccccc2cc1C(=O)N(CCN(C)C)c1nc2c(C)cccc2s1	0.3%	·	9%	6%	i	4.0	i	61	-0.1%	-0.6	63	10%
Cc1ccccc1-c1cc(C(=O)NCc2ccc(OC(F)(F)F)cc2)n(CC2CC(c3cccnc3)=NO2)n1 (stereo not given)	0.1%	·	·	-17%	i	2.8	i	10	·	19	33	·
O=[N+]([O-])c1ccccc1CS(=O)(=O)c1ccccc1	-0.6%	·	·	5%	i	1.7	i	21	0.6%	1.2	88	9%
COc1cccc(C(=O)Nc2ccc3c(c2)OCO3)c1OC	1.6%	·	6%	8%	i	0.4	i	30	0.8%	-1.3	47	4%
